Screening results as filed in PubChem.
SMARCA2 act: SMARCA2 function activation, primary screen; MG213 cells, MMTV-luciferase reporter, dexamethasone, overnight; activation, % at 9.1 µM; actives 1% (n = 370,000); in the data active = activation above about 7.8%;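 also: 0% = vehicle wells and 100% = reference activator wells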
DAX1 inh-1: DAX1 (NR0B1) inhibition, primary screen. HEK293T StAR-luciferase reporter, SF-1/DAX-1 repression relief. AID 652010. inhibition, % at 6.8 µM. actives 1.1% (n = 370,000);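 active = inhibition above the mean over all tested compounds plus 3 SD, cut at about 3.6% in these data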;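 also: 0% = DAX-1 cells with DMSO and 100% = cells lacking DAX-1 with DMSO; higher inhibition means more luminescence from relief of DAX-1 repression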
PLC-beta3 inh: inhibitors of human phospholipase C beta3; actives 0.18% (n = 370,000); inhibition, % at 12.2 µM; Q01970; Purified PLC-beta3, fluorogenic substrate, fluorescence; in the data active = inhibition above about 11%;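 also: 0% = median of compound wells on plate and 100% = full blocker control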
ADAM17 inh: inhibits human ADAM17; recombinant ADAM17, EDANS/DABCYL FRET peptide cleavage; actives 0.83% (n = 370,000); inhibition, % at 6.95 µM; P78536;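 active = inhibition above the mean of compounds lying between control limits plus 3 SD, set per campaign, cut at about 8.5% in these data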;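 also: 0% = DMSO-only wells as the low control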
MBD2 DNA inh: MBD2-methylated oligo binding inhibition; inhibition, % at 4.4 µM; actives 0.31% (n = 370,000); TR-FRET, MBD2 binding to methylated oligonucleotide; in the data active = inhibition above about 13%
hcDAF12 agonist: H. contortus DAF-12 activation, primary screen | HEK293 hcDAF-12 lit1-tk-luc reporter, luminescence; 0% DMSO, 100% Δ7-dafachronic acid | actives 1.4% (n = 370,000) | activation, % at 6.8 µM;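 active = activation above the mean of all tested compounds plus 3 SD, cut at about 5.5% in these data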;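 also: 100% = response to 3 µM Δ7-dafachronic acid high control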
PLC-gamma1 inh: inhibitors of human phospholipase C gamma1. AID 720700. P19174. purified PLC-gamma1, fluorogenic substrate, fluorescence. inhibition, % at 12.2 µM. actives 0.84% (n = 370,000); in the data active = inhibition above about 9.5%
hgDAF-12 ag: agonists of H. glycines DAF-12 nuclear receptor; HEK293 GAL4-hgDAF12 UAS-luciferase reporter, agonist luminescence; normalized to butyrate control; actives 1.8% (n = 370,000); activation, % at 6.8 µM;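 active = activation above a cutoff set at the mean of all screened compounds plus 3 SD, cut at about 10% in these data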;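 also: 0% = DMSO wells and 100% = sodium butyrate wells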
DAX1 inh-2: inhibitors of human orphan nuclear receptor DAX1 (NR0B1) | P51843 | HEK293 Gal4-DAX1 luciferase reporter, luminescence | inhibition, % at 6.75 µM | actives 0.99% (n = 340,000) | AID 504766;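 active = inhibition above the mean over all tested compounds plus 3 SD, cut at about 4.2% in these data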;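 also: 0% = DAX1-transfected cells with DMSO and 100% = empty-vector control cells with DMSO; inhibition shows as a rise in luminescence from relieved DAX1 repression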
Target sequence (P51843 207-470 limits assumed): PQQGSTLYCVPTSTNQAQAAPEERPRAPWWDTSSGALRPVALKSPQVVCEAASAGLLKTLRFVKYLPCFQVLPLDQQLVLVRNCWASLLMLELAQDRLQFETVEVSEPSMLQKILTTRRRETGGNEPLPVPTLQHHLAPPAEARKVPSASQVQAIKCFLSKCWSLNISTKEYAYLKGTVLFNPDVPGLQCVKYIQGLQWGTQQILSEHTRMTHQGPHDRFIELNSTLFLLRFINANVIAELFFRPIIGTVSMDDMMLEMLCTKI
Rev-erbA mod: Rev-erb alpha (human) modulation; Rev-erbα–FITC-DNA binding, fluorescence polarization, 90 min; activity, % at 10 µM; actives 0.79% (n = 370,000);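 active = activity above about 14%, limit read from the data; passing the limit was not always enough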;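 also: 0% = DMSO wells with 35 nM protein and 100% = DMSO wells with 750 nM protein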
Target sequence (P20393 whole entry, looked up): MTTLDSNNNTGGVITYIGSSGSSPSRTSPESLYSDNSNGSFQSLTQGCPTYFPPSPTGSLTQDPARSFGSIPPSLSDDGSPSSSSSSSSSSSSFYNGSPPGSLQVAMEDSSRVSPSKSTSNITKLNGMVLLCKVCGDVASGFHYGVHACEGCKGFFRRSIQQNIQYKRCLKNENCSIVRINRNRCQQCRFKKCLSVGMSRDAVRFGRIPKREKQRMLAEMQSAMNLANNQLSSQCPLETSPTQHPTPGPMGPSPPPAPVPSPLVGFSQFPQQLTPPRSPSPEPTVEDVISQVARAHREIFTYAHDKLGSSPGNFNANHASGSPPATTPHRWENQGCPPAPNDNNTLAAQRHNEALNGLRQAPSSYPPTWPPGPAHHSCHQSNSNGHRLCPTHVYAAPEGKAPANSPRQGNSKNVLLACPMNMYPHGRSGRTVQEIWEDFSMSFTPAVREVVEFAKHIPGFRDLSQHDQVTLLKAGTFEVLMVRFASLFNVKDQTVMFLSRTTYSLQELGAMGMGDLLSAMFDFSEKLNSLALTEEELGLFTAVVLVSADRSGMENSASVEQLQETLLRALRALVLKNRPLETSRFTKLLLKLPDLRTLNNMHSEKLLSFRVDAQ
ssDAF-12 act: activates DAF-12 receptor from parasite S. stercoralis | HEK293 ssDAF-12/GRIP1 lit1-tk-luc reporter, luminescence; % of 3 µM dafachronic acid response | actives 1% (n = 370,000) | activation, % at 6.8 µM;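 active = activation above the mean over all tested compounds plus 3 SD, cut at about 0.9% in these data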;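 also: 0% = DMSO-only wells and 100% = 3 µM delta7-dafachronic acid wells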
* = called active by the depositor; / = no result given.

SMILES	SMARCA2 act	DAX1 inh-1	PLC-beta3 inh	ADAM17 inh	MBD2 DNA inh	hcDAF12 agonist	PLC-gamma1 inh	hgDAF-12 ag	DAX1 inh-2	Rev-erbA mod	ssDAF-12 act
CC(=O)Nc1c(NC(=O)CC#N)[nH]c2c(c1=O)c(=O)n(C)c(=O)n2C	-4	0.0	0	-4	1	2.4	0	0.7	-0.2	2	-1.3
O=c1c2[nH]c3ccccc3c2ncn1CCCn1ccnc1	0	-0.4	-2	-10	0	-0.3	9	1.5	0.9	-1	-1.4
O=c1cc(-c2ccc(O)cc2)oc2c(C3OCC(O)C(O)C3O)c(O)c(C3OC(CO)C(O)C(O)C3O)c(O)c12 (stereo not drawn)	1	-0.5	3	-1	-6	0.1	0	0.8	1.5	-1	-1.3
COc1cc(/C=C2\SC(=S)N(NC(=O)c3cccc(O)c3)C2=O)ccc1O	0	0.2	-125	3	0	1.4	-89	1.9	-0.4	1	-1.7
COc1ccccc1/C=N/NC(=O)c1cccc2ccccc12	-1	0.0	-9	0	-5	-0.8	-3	-0.3	1.2	-1	-1.5
NC(=O)C1CCCN1S(=O)(=O)c1ccc2ccccc2c1 (stereo not drawn)	0	0.0	-7	-1	0	-1.0	0	0.0	-0.1	9	-0.6
CCOC(=O)N1CCN(C(=O)CSc2nc(=O)n3ccccc3n2)CC1	-1	-0.1	1	-1	2	-1.0	-2	1.4	-1.3	0	-1.2
Cc1csc2nc(CSc3nc4ccccc4o3)cn12	8.9*	0.7	0	-3	-2	0.2	0	13*	1.5	0	-0.5
Cc1cc(NC(=O)CCC(=O)N(c2ccc(F)cc2)C(C(=O)NC2CCCC2)c2cccnc2)no1 (stereo not drawn)	-5	0.0	-5	-5	-7	-0.6	0	-2.0	-0.1	1	-0.9
CCOc1ccc(/C(=N\O)C(C)NO)cc1 (stereo not drawn)	2	0.4	3	1	0	-1.6	5	-0.8	-0.2	4	-1.3
COc1cc(O)c(C(CCN2CCCC2)c2cc(OC)c(OC)c(OC)c2)c(OC)c1 (stereo not drawn)	0	0.8	0	-6	-3	-0.6	2	-1.8	1.3	-5	-0.9
CCOC(=O)N1CCN(c2ncnc3c2[nH]c2ccc(F)cc23)CC1	-6	-3.9	-75	-36	-3	-4.2	-53	-8.8	-4.0	-7	-2.3
CSc1nnc(-c2sc(-c3ccccc3)nc2C)n1C	1	0.0	-252	-78	-9	-1.6	-170	0.0	1.4	-1	-1.3
O=C(NCCC1=CCCCC1)C1CCN(S(=O)(=O)N2CCCC2)CC1	2	0.3	-2	-4	3	0.6	0	1.4	0.1	6	-1.3
COc1cc(C(C)=O)ccc1OCCCOc1cccc2cccnc12	-1	0.1	-16	-3	0	-2.2	-9	-1.9	-1.2	7	-0.8
Cc1cc2nc(-c3ccccc3)c(CC(C)(C)C)n2c(C)c1Br	-3	-0.2	-3	-6	4	1.7	0	2.4	/	5	0.8
OCC1OC(n2cnc3c(SCc4ccccc4)ncnc32)C(O)C1O (stereo not drawn)	8.7*	1.0	-3	1	-4	0.5	2	0.4	1.3	-3	-0.8
CC(C)[C@H](NC(=O)OCc1ccccc1)C(=O)OCC(=O)N1CCCCC1	3	0.4	1	-5	2	2.4	3	12*	0.3	-3	-0.3
CN1C(=O)C(CC(=O)Nc2ccc(F)cc2)N(NC(=O)c2cccc(F)c2)C1=S (stereo not drawn)	-1	0.5	-4	0	-6	-1.0	7	0.1	-0.7	-1	-1.6
COc1ccc(NC(C)C(=O)Nc2ccc(C(C)(C)C)cc2)cc1Cl (stereo not drawn)	0	-1.8	0	7	-1	-1.2	-1	7.2	-1.0	5	-1.4
COc1ccc(OCC(=O)Nc2ccc(NC(=O)c3ccccc3Cl)c(OC)c2)cc1	-1	-0.1	-7	5	-1	0.4	0	0.1	-0.9	1	-0.9
O=C(COC(=O)Cc1cccc(C(F)(F)F)c1)NC1CC1	2	-0.2	4	2	2	-2.0	3	-0.6	1.3	8	-0.8
Cc1cc(C)n2c(Nc3ccc4c(c3)OCCO4)c(-c3ccccn3)nc2n1	-4	0.2	-62	-4	-5	3.2	-46	2.6	/	5	-0.8
CCOc1ccc(NC(=O)C(=O)NCCCn2ccnc2)cc1	-1	-0.8	4	1	2	-3.0	2	-1.4	0.3	6	-1.2

Complete entries, looked up by structure:
Cc1cc(C)n2c(Nc3ccc4c(c3)OCCO4)c(-c3ccccn3)nc2n1 across the screens: SMARCA2 act = -4; DAX1 inh-1 = 0.2; PLC-beta3 inh = -62; ADAM17 inh = -4; MBD2 DNA inh = -5; hcDAF12 agonist = 3.2; PLC-gamma1 inh = -46; hgDAF-12 ag = 2.6; DAX1 inh-2 = /; Rev-erbA mod = 5; ssDAF-12 act = -0.8
OCC1OC(n2cnc3c(SCc4ccccc4)ncnc32)C(O)C1O (stereo not drawn) across the screens: SMARCA2 act = 8.7*; DAX1 inh-1 = 1.0; PLC-beta3 inh = -3; ADAM17 inh = 1; MBD2 DNA inh = -4; hcDAF12 agonist = 0.5; PLC-gamma1 inh = 2; hgDAF-12 ag = 0.4; DAX1 inh-2 = 1.3; Rev-erbA mod = -3; ssDAF-12 act = -0.8
Cc1cc2nc(-c3ccccc3)c(CC(C)(C)C)n2c(C)c1Br across the screens: SMARCA2 act = -3; DAX1 inh-1 = -0.2; PLC-beta3 inh = -3; ADAM17 inh = -6; MBD2 DNA inh = 4; hcDAF12 agonist = 1.7; PLC-gamma1 inh = 0; hgDAF-12 ag = 2.4; DAX1 inh-2 = /; Rev-erbA mod = 5; ssDAF-12 act = 0.8

(list continues)
SMILES	SMARCA2 act	DAX1 inh-1	PLC-beta3 inh	ADAM17 inh	MBD2 DNA inh	hcDAF12 agonist	PLC-gamma1 inh	hgDAF-12 ag	DAX1 inh-2	Rev-erbA mod	ssDAF-12 act
CCCCCCC(=O)n1ccc2ccc(-c3ccc4ccn(Cc5ccc(OC)cc5)c4c3)cc21	-1	-1.1	-83	-13	-1	-2.4	-53	1.5	/	-2	-1.1
O=S(=O)(Nc1ccc(N2CCOCC2)cc1)c1c(F)cc(F)cc1Br	0	0.1	-4	4	-1	-1.3	3	-0.9	3.8	-4	-1.1
CC(=O)Nc1ccc(NC(=O)C(C)OC(=O)CCCN2C(=O)c3cccc4cccc(c34)C2=O)cc1 (stereo not drawn)	1	-1.7	-15	-32	-4	-1.9	-3	1.3	-0.7	-5	-1.2
CCc1ccccc1NC(=O)C1CCCN(c2ncccn2)C1 (stereo not drawn)	1	0.0	-15	-7	0	-2.1	-10	-1.4	-1.0	-6	-0.6
Cc1ccc(S(=O)(=O)Nc2cc3c4c(c2)C(C)C(=O)N4CCC3)cc1 (stereo not drawn)	-3	-0.1	-12	0	5	-0.8	-1	-1.2	0.0	-5	-1.2
NS(=O)(=O)c1ccc(NC(=O)COC(=O)Cn2cnc3ccccc3c2=O)cc1	-7	1.6	3	-6	-3	-1.6	0	-1.7	0.5	4	-0.8
COCc1c(C(=O)NCCc2ccc(OC(F)F)cc2)oc2ccccc12	-1	-3.1	-3	-1	3	-2.1	2	0.1	-1.0	6	-0.9
CCN(CC)S(=O)(=O)c1cccc(NC(=O)CCNC(=O)c2ccc([N+](=O)[O-])cc2)c1	-1	-0.7	-6	-2	1	-1.6	1	-3.0	0.0	-4	-1.2
CC(=O)c1c(C)[nH]c(C(=O)N2c3ccccc3CC2C)c1C (stereo not drawn)	-1	0.1	0	-1	0	-0.4	5	-4.1	2.6	1	-1.1
CN1CCN(c2ccncc2S(=O)(=O)N2CCCCC2)CC1	-1	-0.2	-6	-4	2	-0.2	0	0.6	4.9*	0	-0.9
CCOc1ccc(NS(=O)(=O)c2ccc3[nH]cc(C(=O)NCC4CCCO4)c(=O)c3c2)cc1 (stereo not drawn)	1	-0.7	1	-1	1	-1.4	0	3.5	0.4	2	-1.1
O=C1NC(=O)/C(=C/c2ccccc2Oc2ccc(Cl)cc2)S1	1	0.5	3	-1	-3	-1.7	0	2.0	0.0	0	-1.7
O=S(=O)(c1ccc(Cl)cc1)N1CCc2ccccc21	2	-0.6	-7	0	0	-0.8	1	-0.9	-0.5	3	0.1
CCCCNC(=O)C1(C)CCCCN1C(=O)c1ccc2sccc2c1 (stereo not drawn)	4	-0.7	0	2	-2	-2.0	4	1.8	/	3	-0.6
Cc1cccc(C(=O)NCC(=O)NC2CCN(Cc3ccccc3)CC2)c1	1	2.7	-1	3	-7	-0.1	3	-0.2	1.6	5	-1.0
O=C(N/N=C/c1cccc(OCc2ccccc2)c1)c1ccc(Br)cc1	0	0.3	-2	0	1	-2.3	0	0.0	2.8	0	-1.0
FC(F)(F)c1nnc2c(Sc3ccc(Cl)cc3)nc3ccccc3n12	-3	0.3	-1	-1	-2	1.1	3	-0.3	1.5	-2	-0.5
C=CCN=C1NN=C(c2ccc3c(c2)OCCO3)CS1	-1	0.3	-13	-1	-7	0.3	-13	2.4	-0.7	7	-0.4
Nc1ccn([C@@H]2O[C@H](CNC(=O)[C@@H](Cc3cccnc3)NC=O)[C@@H](O)[C@H]2O)c(=O)n1	-2	-0.2	2	-5	2	-0.7	-1	-0.3	0.0	-4	-1.0
Cc1nc2c(C(=O)NCc3ccccc3)c[nH]n2c(=O)c1Cl	-2	-0.1	-13	-14	4	-0.3	-7	-1.4	0.1	-6	-1.3
COCC(=O)NC(c1ccccc1)c1ccccc1	4	0.0	0	0	-6	0.8	3	0.9	-0.5	2	-0.9
C/C(=N\NS(=O)(=O)c1ccc([N+](=O)[O-])cc1)c1cccs1	-3	0.1	-1	-4	0	-0.3	-2	0.6	-1.6	-7	-0.5
N=C(N)SCCc1cnc[nH]1	-2	1.4	0	-3	2	-1.9	-1	-1.1	-1.9	5	-1.2
CCN(CC)c1nc(-c2ccccc2)nc2ccccc12	-2	-0.4	-19	1	1	-0.2	-13	1.4	-1.4	2	-1.6
CCOc1ccc(C(=O)CCC(=O)N2CCN(c3ccc(O)cc3)CC2)cc1	-3	-3.9	-11	-2	10	-2.8	0	-4.2	-0.6	0	-1.8
CN1OC[C@@H]2CN(C(=S)Nc3cc(C(F)(F)F)cc(C(F)(F)F)c3)[C@H](c3ccccc3Br)C[C@@H]21	-3	-2.1	2	2	5	0.7	2	-1.8	/	8	-1.3
COc1ccc(S(=O)(=O)N2CCOCC2)cc1NC(=O)Cc1ccsc1	-3	0.8	-2	-6	-2	0.0	0	-1.5	0.0	-2	-0.5
CCNC(=O)Cn1cc(C#N)c2ccccc21	0	-0.5	2	-3	1	-0.7	0	-0.6	-0.5	1	-1.4
CCC1(c2ccc(F)cc2)NC(=O)N(CC(=O)NCc2ccc(C)cc2)C1=O (stereo not drawn)	5	0.4	-4	3	4	0.7	1	-1.0	0.7	3	-0.6
CCOC(=O)C1=C(C)Nc2nc3ccccc3n2C1c1ccc(O)cc1 (stereo not drawn)	0	0.0	1	-1	-7	-0.3	0	3.3	-0.1	0	-1.2
COC(=O)C[C@H](NC(=O)Cn1cnc(C(=O)Nc2ccc(C)c(C)c2)n1)C(=O)OC	3	0.7	1	-3	3	1.2	0	5.7	-0.2	-4	0.0
O=C(Nc1c(-c2ccccc2)[nH][nH]c1=O)c1ccc(-c2ccccc2)cc1	-1	-1.2	-6	-5	4	-0.7	-3	0.7	/	-6	-0.4
Cc1ccc(C)c(S(=O)(=O)N2CCN(C(=O)[C@@H]3CCCN3C(=O)c3cccs3)CC2)c1	1	-1.0	-6	0	-1	-0.6	0	-2.7	0.1	-5	-1.6
Cc1cc(C)nc(NS(=O)(=O)c2ccc(NC(=O)Cc3ccccc3F)cc2)n1	-3	-0.1	-3	0	4	-0.5	-2	0.5	0.8	-6	-1.1
